MCL1 BIM primary: MCL1-BIM-BH3 interaction inhibition (human) | Q07820 | GST-MCL1 / FITC-Bim-BH3 fluorescence polarization | inhibition, % at 10.9 µM | actives 0.68% (n = 320,000);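 active = inhibition above the mean inhibition of all tested compounds plus 3 SD, set per campaign, cut at about 40% in these data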;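 note: 0% = DMSO wells and 100% = unlabeled Bim-BH3 peptide control; higher means more loss of mP so more displacement of Bim peptide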
GLD-1 TGE inh: GLD-1-TGE RNA interaction inhibition (C. elegans). inhibition, % at 5.96 µM. purified GLD-1 + fluorescein TGE RNA, fluorescence polarization. Q17339. actives 0.44% (n = 320,000);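 active = percent inhibition above a per-plate cutoff, the plate mean of test compounds plus 3 SD, cut at about 30% in these data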;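 note: 0% = DMSO wells with GLD-1 and probe and 100% = wells lacking GLD-1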
pPAFAH FP inh: pPAFAH (human) enzyme inhibition; recombinant pPAFAH, FP-rhodamine probe fluorescence polarization; Q13093; actives 1.5% (n = 330,000); inhibition, % at 3.39 µM;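 active = inhibition above the mean inhibition across the screen plus 3 SD, cut at about 25% in these data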;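 note: inhibitors block binding of the rhodamine activity-based probe so polarization drops; 0% = enzyme with DMSO and 100% = wells lacking pPAFAH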
MEX-5 binding: C. elegans MEX-5 TCR-2 RNA binding activity. Q9XUB2. MEX-5/FITC-TCR2 RNA binding, fluorescence polarization; hits give low values. activity score (negative = inhibition of binding), % at 10 µM. actives 0.38% (n = 300,000). AID 1832;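 active = inhibition past about -25% in most replicates, and total fluorescence under double the plate's negative control median, limit read from the data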;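 note: 0% = DMSO and -100% = 5 µM competing unlabeled TCR2 RNA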
Target sequence (Q9XUB2 whole entry, looked up): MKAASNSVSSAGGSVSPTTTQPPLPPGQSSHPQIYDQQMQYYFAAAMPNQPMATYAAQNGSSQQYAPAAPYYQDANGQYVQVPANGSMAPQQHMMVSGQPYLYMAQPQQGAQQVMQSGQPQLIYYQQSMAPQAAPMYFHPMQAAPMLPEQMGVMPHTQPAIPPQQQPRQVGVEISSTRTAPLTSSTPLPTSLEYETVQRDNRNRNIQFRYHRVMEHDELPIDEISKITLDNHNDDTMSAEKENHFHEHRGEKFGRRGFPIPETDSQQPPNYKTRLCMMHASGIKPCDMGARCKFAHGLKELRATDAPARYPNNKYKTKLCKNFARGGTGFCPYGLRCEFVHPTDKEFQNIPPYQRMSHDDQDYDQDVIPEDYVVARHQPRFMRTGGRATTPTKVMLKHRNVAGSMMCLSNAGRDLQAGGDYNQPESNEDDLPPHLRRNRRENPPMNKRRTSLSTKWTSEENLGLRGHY
Fam108B inh: Fam108B inhibition, counter-screen for RBBP9 inhibitors | AID 1947 | actives 0.33% (n = 300,000) | inhibition, % at 9.51 µM | recombinant Fam108B, FP-Rh probe fluorescence polarization;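 active = inhibition above the screen mean inhibition plus 3 SD, computed separately per campaign, cut at about 18% in these data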;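 note: inhibitors lower polarization as less probe binds the enzyme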
PAFAH1B2 inh: inhibitors of human PAFAH1B2; P68402; recombinant PAFAH1B2, FP-rhodamine activity probe, fluorescence polarization; inhibition, % at 3.39 µM; actives 1.2% (n = 340,000);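 active = inhibition above the mean of all tested compounds plus 3 SD, cut at about 24% in these data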;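 note: 0% = enzyme with DMSO and 100% = wells lacking PAFAH1B2; many of its hits are not listed in these tables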
Target sequence (P68402 whole entry, looked up): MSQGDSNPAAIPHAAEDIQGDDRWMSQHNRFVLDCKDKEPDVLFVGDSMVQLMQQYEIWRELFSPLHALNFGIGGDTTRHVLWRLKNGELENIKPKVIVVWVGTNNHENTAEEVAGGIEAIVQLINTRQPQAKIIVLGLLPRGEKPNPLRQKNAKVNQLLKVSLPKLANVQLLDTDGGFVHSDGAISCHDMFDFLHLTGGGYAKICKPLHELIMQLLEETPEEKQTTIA
AHR activator: activators of human aryl hydrocarbon receptor; AID 2796; P35869; AHR-responsive luciferase reporter cells, luminescence; activation, % at 5 µM; actives 2.5% (n = 320,000); in the data active = activation above about 47%;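 note: 0% = vehicle wells and 100% = reference agonist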
PME-1 primary: PME-1 (human) inhibition | recombinant PME-1, FP-Rh probe fluorescence polarization | inhibition, % at 5.9 µM | actives 0.53% (n = 320,000) | AID 2130 | Q9Y570;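 active = inhibition above the campaign mean of all compounds plus 3 SD, cut at about 26% in these data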;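 note: competitive labeling of PME-1 active site by serine hydrolase directed probe; 0% = PME-1 with DMSO and 100% = wells lacking PME-1 enzyme; inhibitors block probe labeling so polarization falls and inhibition rises; many of its hits are not listed in these tables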
Target sequence (Q9Y570 whole entry, looked up): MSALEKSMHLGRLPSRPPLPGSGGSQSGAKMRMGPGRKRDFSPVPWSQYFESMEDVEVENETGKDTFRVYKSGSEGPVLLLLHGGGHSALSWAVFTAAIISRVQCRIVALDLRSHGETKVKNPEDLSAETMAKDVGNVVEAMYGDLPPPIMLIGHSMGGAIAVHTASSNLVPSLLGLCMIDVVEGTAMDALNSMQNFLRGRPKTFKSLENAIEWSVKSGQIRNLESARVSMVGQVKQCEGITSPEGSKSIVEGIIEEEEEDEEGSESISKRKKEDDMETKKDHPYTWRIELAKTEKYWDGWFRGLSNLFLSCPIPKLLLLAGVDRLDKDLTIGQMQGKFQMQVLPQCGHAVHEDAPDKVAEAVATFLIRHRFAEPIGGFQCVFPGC
Bcl-xL primary: inhibitors of human Bcl-xL; AID 2129; inhibition, % at 10.9 µM; GST-Bcl-xL / FITC-Bim BH3 peptide fluorescence polarization; Q07817; actives 0.7% (n = 320,000);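 active = inhibition above the mean of all tested compounds plus 3 SD, cutoff set per campaign, cut at about 30% in these data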;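 note: 0% = DMSO wells and 100% = unlabeled Bim-BH3 peptide competitor; inhibitors lower millipolarization by displacing the labeled peptide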
The depositor's hits bear a star; nt = no result given. A portion of the library. The share of hits here may be higher or lower than overall.

The line under a structure holds: MCL1 BIM primary | GLD-1 TGE inh | pPAFAH FP inh | MEX-5 binding | Fam108B inh | PAFAH1B2 inh | AHR activator | PME-1 primary | Bcl-xL primary
CCN(c1ccccc1)S(=O)(=O)c1ccc(Oc2ccc([N+](=O)[O-])cc2)nc1
 : 1 | 3 | 1 | 2.6 | -2 | -3 | 0 | -4 | 2
Nc1cc(=O)[nH]c(SCC(=O)NCC2CCCO2)n1 (stereo unspecified)
 : -8 | -5 | 1 | -1.1 | 2 | 0 | 2 | -2 | 2
COc1ccc(CC2(CO)COc3ccccc3C2=O)cc1 (stereo unspecified)
 : 0 | 7 | -1 | 2.9 | 0 | 3 | -2 | -4 | 2
Cc1cc(Cl)ccc1NC(=O)CSc1n[nH]c(N)n1
 : -6 | -5 | -1 | nt | nt | 2 | 0 | -1 | -2
CCN1CCN(CCCNC(=O)CCC(=O)N2CCOc3ccc(Cl)cc32)CC1
 : -4 | -8 | 5 | -2.3 | -2 | 6 | 0 | -5 | -2
CC(=O)Nc1ccc(S(=O)(=O)N2CCN(c3nc(C)cc(C)n3)CC2)cc1
 : 5 | 5 | -4 | -1.1 | -3 | -2 | -2 | 3 | 4
COC(=O)CSc1nnc(-c2ccccc2OC)n1-c1ccc(C)cc1
 : 4 | 4 | 3 | -0.7 | -3 | 0 | 12 | -1 | -1
CC1Oc2cc3oc4c(O)c5c(cc4c(=O)c3c(O)c2C1(C)C)C=CC(C)(C)O5 (stereo unspecified)
 : 0 | 4 | 9 | 0.9 | -3 | nt | 11 | -13 | 3
O=C(CCOc1ccccc1)N1CCN(S(=O)(=O)c2ccccc2F)CC1
 : -3 | 5 | 6 | nt | nt | 5 | 0 | -1 | -3
COc1cc(S(=O)(=O)NCc2ccncc2)c(OC)cc1Br
 : -5 | 9 | 4 | 1.5 | -1 | 3 | 1 | -2 | 6
O=C(COC(=O)C1=COCCO1)Nc1ccc(F)c(F)c1
 : 4 | 3 | 8 | 1.0 | 2 | 1 | -1 | 4 | 6
CCOC(=O)C(Cc1cc(C(C)=O)ccc1OC(C)C)C(=O)OCC
 : -4 | 0 | 5 | 1.7 | 2 | 1 | 0 | -5 | 0
CCCN1C(=O)COc2ccc(-c3n[nH]c(=O)c4ccccc34)cc21
 : -3 | -4 | -4 | -1.6 | 4 | 4 | 1 | -1 | -1
COc1cc(NC(=O)Cc2ccccc2)c(C(=O)O)cc1OC
 : -5 | -3 | 2 | -1.4 | 3 | 9 | 0 | 0 | 4
Cc1ccc(S(=O)(=O)Nc2ccccc2C(=O)Nc2nc(-c3ccc(F)cc3)cs2)cc1
 : 3 | 7 | 25* | -1.0 | 24* | 2 | 17 | 6 | 2
O=C(CNC(=O)N1CC(=O)Nc2ccccc21)NCc1ccccc1Cl
 : 6 | 6 | 3 | -2.4 | -3 | 1 | 5 | 1 | 3
Cc1ccc(C(O)(COC(=O)C(C)C)COC(=O)C(C)C)c(O)c1
 : 8 | 0 | 1 | 0.6 | 1 | 6 | 0 | -3 | 0
CS(=O)(=O)N(Cc1ccccc1)c1ccccc1C(=O)Nc1ccccc1C(=O)NCc1ccco1
 : 5 | 5 | 6 | -1.9 | 1 | -2 | -4 | -3 | 3
C1=CC2CCC1ON2c1ccccc1 (stereo unspecified)
 : 4 | 1 | 5 | 0.9 | 3 | 7 | 5 | -1 | 0
CCn1c(C)nc2cc(C(=O)NNS(=O)(=O)c3ccc(C)c(C)c3)ccc21
 : 2 | -3 | -2 | -1.8 | -6 | -1 | 18 | -1 | 3
CC(C)NC(=O)/C(=C/c1ccco1)c1ccccc1
 : 3 | 6 | 0 | 0.0 | 7 | -3 | -2 | -7 | 7
CNC(=O)Nc1cccc2cccnc12
 : 9 | 3 | 3 | 1.5 | -3 | 4 | 2 | 2 | 5
COc1ccc(CN(C)Cc2nc(Cc3ccccc3Cl)no2)cc1OC
 : 4 | 1 | 8 | -1.4 | -2 | 1 | 1 | 3 | 6
CCCCNC(=O)c1ccc(N2CCC3(CC2)OCCO3)c([N+](=O)[O-])c1
 : -7 | -2 | -3 | 1.0 | 3 | 6 | 2 | -2 | -1
CC1Cc2ccccc2N1C(=O)CCS(=O)(=O)c1cccs1 (stereo unspecified)
 : -2 | 1 | 0 | 1.5 | 1 | 1 | 35 | -1 | -4
On1c(-c2ccccc2Cl)nc2ncccc21
 : 1 | -5 | 2 | -1.2 | -2 | 5 | 0 | -3 | 0
O=C1NCC(COCC2CC=CCC2)O1 (stereo unspecified)
 : -4 | 8 | 1 | -0.1 | 0 | 9 | -1 | 5 | -1
CC(C)C[C@H](NC(=O)Nc1ccc(Oc2ccccc2)cc1)C(=O)O
 : 0 | 1 | 4 | 1.4 | 4 | 3 | -2 | -8 | 3
COc1ccc(OC)c(NC(=O)CSc2nncc3ccccc23)c1
 : 4 | -3 | 0 | 0.9 | -8 | 0 | -6 | 5 | 4
COC(=O)CCC(=O)OC1(C)C(=O)C=C2C=C(C3CC3)N(CCc3c[nH]c4ccccc34)C=C2C1=O (stereo unspecified)
 : 4 | 6 | 11 | -1.7 | 0 | -3 | 14 | 5 | 4

The closing six compounds of the part above are carried over, then new ones follow:
The line under a structure holds: MCL1 BIM primary | GLD-1 TGE inh | pPAFAH FP inh | MEX-5 binding | Fam108B inh | PAFAH1B2 inh | AHR activator | PME-1 primary | Bcl-xL primary
CC1Cc2ccccc2N1C(=O)CCS(=O)(=O)c1cccs1 (stereo unspecified)
 : -2 | 1 | 0 | 1.5 | 1 | 1 | 35 | -1 | -4
On1c(-c2ccccc2Cl)nc2ncccc21
 : 1 | -5 | 2 | -1.2 | -2 | 5 | 0 | -3 | 0
O=C1NCC(COCC2CC=CCC2)O1 (stereo unspecified)
 : -4 | 8 | 1 | -0.1 | 0 | 9 | -1 | 5 | -1
CC(C)C[C@H](NC(=O)Nc1ccc(Oc2ccccc2)cc1)C(=O)O
 : 0 | 1 | 4 | 1.4 | 4 | 3 | -2 | -8 | 3
COc1ccc(OC)c(NC(=O)CSc2nncc3ccccc23)c1
 : 4 | -3 | 0 | 0.9 | -8 | 0 | -6 | 5 | 4
COC(=O)CCC(=O)OC1(C)C(=O)C=C2C=C(C3CC3)N(CCc3c[nH]c4ccccc34)C=C2C1=O (stereo unspecified)
 : 4 | 6 | 11 | -1.7 | 0 | -3 | 14 | 5 | 4
COc1ccc(OC)c(C2C(C(=O)Nc3ccccc3OC)=C(C)Nc3nc(CCCO)nn32)c1 (stereo unspecified)
 : 3 | 5 | 2 | 0.8 | 1 | -7 | -1 | 7 | -1
CC(C)Cn1c(SCC(=O)N2CCOCC2)nc2ccccc2c1=O
 : -2 | 6 | -2 | nt | nt | 4 | -1 | -2 | 0
COc1cc(NC(=S)Nc2ccc(Br)cc2Cl)c(OC)cc1Cl
 : 13 | 2 | -2 | 1.8 | 1 | 2 | 16 | 5 | 6
C=CCOc1cccc(C2C(C(=O)c3ccc(C)o3)=C(O)C(=O)N2CCCn2ccnc2)c1 (stereo unspecified)
 : -4 | 6 | 10 | 10 | -1 | 1 | 4 | 0 | 0
Fc1cc(F)c2nc(Nc3nc4c(F)cccc4s3)sc2c1
 : 8 | 0 | 10 | -1.7 | 1 | 4 | 35 | 5 | 5
COc1ccc(OC)c(NC(=O)COc2ccc3c(c2)CCC3)c1
 : 0 | 9 | 3 | nt | nt | 1 | 1 | -30 | 0
Cc1ccc2c(CSc3nnnn3C)cc(=O)oc2c1
 : 1 | 4 | 0 | -0.5 | -4 | 4 | 3 | -3 | 0
CCSC1=NC2(CCCCC2)Nc2sc3c(c21)CCCC3
 : 10 | 0 | 10 | -2.4 | 2 | 6 | 7 | 4 | 7
O=C1c2cccnc2C(Nc2ccccc2Br)N1Cc1ccco1 (stereo unspecified)
 : 6 | 5 | 2 | -1.4 | -5 | -1 | 6 | 7 | 0
Cc1ccc(NC(=O)CN(C)C(=O)C2CC(=O)N(Cc3ccccc3)C2)cc1 (stereo unspecified)
 : -1 | 0 | 5 | 0.6 | -2 | 1 | 1 | 1 | 3
COc1ccc(C2C3=C(N=C4SCC(=O)N42)c2ccccc2CC3)cc1OC (stereo unspecified)
 : 3 | 2 | 10 | -0.6 | 2 | 2 | 5 | -7 | 3
O=C(O)C1CCCN(S(=O)(=O)c2ccc(Cl)s2)C1 (stereo unspecified)
 : 1 | -4 | 4 | 2.1 | 3 | 29* | -1 | -8 | -2
O=C(Nc1ccccc1)c1cccc(NC(=O)c2ccco2)c1
 : -6 | -1 | -3 | 0.7 | -1 | 5 | 8 | -2 | 6
COc1ccc(/C(C)=N/OC/C(O)=C(\C#N)c2nc3ccccc3[nH]2)cc1OC
 : 0 | -1 | 2 | 0.6 | 6 | -1 | 25 | -9 | 0
COC(=O)C1C(=O)N2CCCSC2=C(C#N)C1c1cccs1 (stereo unspecified)
 : 3 | -3 | 8 | 1.4 | -3 | 4 | 1 | -3 | 3
O=C(NNC(=O)c1nc2ccccc2[nH]1)OCc1ccccc1
 : nt | 6 | 4 | nt | nt | 5 | 6 | nt | nt
O=C(CSc1nc2ccccc2o1)Nc1nccs1
 : -3 | 1 | 2 | 1.2 | 0 | 4 | 0 | -2 | -3
CC(=O)c1ccccc1OCCOc1ncnc2sccc12
 : -13 | -3 | 2 | -0.6 | 4 | 3 | 6 | 1 | 2
Cc1nc2nc(C)c(CCC(=O)N3CCN(c4ccccc4)CC3)c(C)n2n1
 : -3 | -1 | 9 | 0.3 | 3 | 7 | -2 | -1 | -1
Cc1ccc(NC(=O)Nc2nnc(-c3ccccc3)o2)cc1
 : 6 | 0 | 0 | -0.9 | -3 | 2 | 10 | -9 | 1
CCOc1ccc(OCCn2c(SCC(=O)O)nc3ccccc32)cc1
 : 3 | 0 | 14 | 3.1 | -6 | 5 | 3 | -4 | 3
S=C(NCCCn1ccnc1)NC1CCCCC1
 : 2 | 1 | 2 | 3.1 | 3 | 3 | 5 | -5 | 2
Cc1cc(NC(=O)CSc2nc3ccccc3[nH]2)no1
 : 7 | -2 | 2 | -0.4 | -3 | 6 | 1 | 2 | -2

Two records drawn at random from the list so far, as already listed:
The line under a structure holds: MCL1 BIM primary | GLD-1 TGE inh | pPAFAH FP inh | MEX-5 binding | Fam108B inh | PAFAH1B2 inh | AHR activator | PME-1 primary | Bcl-xL primary
O=C(NNC(=O)c1nc2ccccc2[nH]1)OCc1ccccc1
 : nt | 6 | 4 | nt | nt | 5 | 6 | nt | nt
COc1ccc(OC)c(NC(=O)COc2ccc3c(c2)CCC3)c1
 : 0 | 9 | 3 | nt | nt | 1 | 1 | -30 | 0

Whole records, quoted from the list:
COC(=O)CSc1nnc(-c2ccccc2OC)n1-c1ccc(C)cc1 in the list: MCL1 BIM primary = 4; GLD-1 TGE inh = 4; pPAFAH FP inh = 3; MEX-5 binding = -0.7; Fam108B inh = -3; PAFAH1B2 inh = 0; AHR activator = 12; PME-1 primary = -1; Bcl-xL primary = -1
CC(C)Cn1c(SCC(=O)N2CCOCC2)nc2ccccc2c1=O in the list: MCL1 BIM primary = -2; GLD-1 TGE inh = 6; pPAFAH FP inh = -2; MEX-5 binding = nt; Fam108B inh = nt; PAFAH1B2 inh = 4; AHR activator = -1; PME-1 primary = -2; Bcl-xL primary = 0

Screens as filed in PubChem.
